Bioassay records: PubChem, Broad Institute
LGR2 antag – inhibitors of bursicon-induced LGR2 CRE-luciferase signal, primary screen, cell-based, HEK293, CRE-luciferase reporter, bursicon stimulation | Drosophila bursicon receptor LGR2 (rickets) | bursicon-stimulated, 4 h | inhibition, % at 9.99 µM | hit rate 0.35% among 380,000;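 active means drop in luminescence signal, shown as inhibition above about 50% in the replicate tests, limit read from the data, passing the limit was not always enough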;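 further: agonist challenge used bursicon conditioned medium at about half maximal strength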
FN deposit inh – inhibitors of fibronectin matrix deposition, primary screen, AH1F cells, Alexa488-fibronectin fluorescence, plate reader. AH1F fibroblasts, overnight. AID 743247, 2014. inhibition, % at 12.6 µM. hit rate 0.086% among 350,000;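 active means mean inhibition across replicates of 30% or more, regardless of how many single replicates reach that level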;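 further: positive control wells lacked labelled fibronectin entirely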
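Test system: AH1F fibroblast monolayer depositing Alexa488-labelled fibronectin into matrix. Input: 10000 cells per well. Technique: fluorescence, ex 485 nm, em 525 nm. Buffer or medium: DMEM plus 2% serum, read in PBS. Timing: 1 h cell adhesion before compound, then overnight fibronectin incubation. Compound: single dose, pinned. Read-out basis: inhibition from reduced deposited-fibronectin fluorescence.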
PGC1a acetyl inh – inhibitors of PGC1a acetylation signal, primary screen, cell-based, U2OS, AlphaScreen, inhibitor mode; AID 651687, 2012; inhibition, % at 15.6 µM; hit rate 0.17% among 350,000; AlphaScreen anti-acetyl-lysine; with virally co-expressed GCN5 acetyltransferase;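 active means every replicate shows inhibition of at least 40%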;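 further: 0% = neutral control wells and 100% = positive control wells; some results beyond the cut were filed as inactive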
PAX8 inh HTS – inhibitors of PAX8-driven TPO luciferase reporter, primary screen, RMG-I cells, single concentration; SteadyGlo, 24 h; inhibition, % at 12.6 µM; hit rate 1.2% among 360,000;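 active means mean replicate inhibition at least 60% with every replicate also reaching 60%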;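 further: luciferase light reporting Pax8 driven TPO promoter activity; plate controls were median of neutral control wells for no effect and mitoxantrone controls for full effect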
S100A4 MyoIIA – inhibitors of S100A4-myosin IIA peptide binding, primary screen, biochemical, fluorescence polarization, TAMRA-MyoIIA peptide. AID 652163, 2013. hit rate 0.14% among 360,000. inhibition, % at 10.7 µM. Protein S100-A4 (Homo sapiens), P26447;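 active means mean inhibition of at least 70% across replicates, with every replicate also reaching that level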
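Test system: S100A4 monomer protein. Medium: HEPES buffer with Ca2+, pH 7.2. Reagent: fluorescent myosin IIA peptide, 5 nM. Compound dosing: single-point compound testing. Timing: 5 min between mix addition and reading. Benchmarks: DMSO neutral and TFP positive wells.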
PglD inh – C. jejuni PglD acetyltransferase inhibitors, primary screen, biochemical, DTNB colorimetric, single point; UDP-N-acetylbacillosamine N-acetyltransferase PglD (Campylobacter jejuni); purified PglD enzyme, DTNB colorimetric CoA detection; inhibition, % at 12.5 µM; hit rate 0.098% among 360,000; AID 602405, 2012; in the data active means inhibition above about 16%, passing the limit was not always enough; further: strong numbers were not always called active
ERAP1 inh – human ERAP1 aminopeptidase inhibitors, primary screen, biochemical, single point, plate reader; recombinant ERAP1, Leu-AMC fluorescence, 60 min; inhibition, % at 10.7 µM; hit rate 0.15% among 340,000;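 active means mean replicate inhibition of at least 30%, or all replicates individually reaching that 30% level; inactive means mean below 30% and not every replicate reaching it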;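 further: 0% = neutral control wells and 100% = L-leucinethiol positive control wells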
Target sequence (Q9NZ08 whole entry, looked up): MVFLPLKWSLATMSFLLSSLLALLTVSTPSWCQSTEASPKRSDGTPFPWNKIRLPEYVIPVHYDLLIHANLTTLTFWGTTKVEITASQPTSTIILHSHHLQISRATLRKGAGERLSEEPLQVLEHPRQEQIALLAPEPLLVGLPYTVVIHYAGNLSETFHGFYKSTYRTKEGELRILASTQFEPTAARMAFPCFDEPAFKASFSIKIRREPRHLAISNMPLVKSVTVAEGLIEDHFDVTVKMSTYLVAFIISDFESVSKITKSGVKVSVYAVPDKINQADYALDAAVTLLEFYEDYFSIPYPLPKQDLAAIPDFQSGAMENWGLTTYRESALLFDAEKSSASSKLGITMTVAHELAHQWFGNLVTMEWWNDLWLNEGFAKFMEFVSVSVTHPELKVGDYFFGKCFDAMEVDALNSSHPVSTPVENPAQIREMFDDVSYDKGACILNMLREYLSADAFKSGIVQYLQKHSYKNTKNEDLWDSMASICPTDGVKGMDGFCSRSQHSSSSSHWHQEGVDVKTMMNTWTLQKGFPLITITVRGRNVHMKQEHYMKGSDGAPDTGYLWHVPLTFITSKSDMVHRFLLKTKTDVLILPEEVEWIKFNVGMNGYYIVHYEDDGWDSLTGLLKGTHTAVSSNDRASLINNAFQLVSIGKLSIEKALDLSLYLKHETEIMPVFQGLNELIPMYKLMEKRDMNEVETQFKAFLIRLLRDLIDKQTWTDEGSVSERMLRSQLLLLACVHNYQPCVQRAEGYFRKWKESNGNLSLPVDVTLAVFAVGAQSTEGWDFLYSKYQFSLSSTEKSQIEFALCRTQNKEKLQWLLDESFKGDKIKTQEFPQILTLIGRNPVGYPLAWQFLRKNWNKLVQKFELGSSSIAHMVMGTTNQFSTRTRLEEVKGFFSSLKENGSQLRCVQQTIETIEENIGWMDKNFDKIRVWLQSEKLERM
EWS-Fli inh – EWS/Fli-driven NR0B1 reporter inhibitors, primary screen, A673 cells, NR0B1 luciferase, luminescence, MLPCN library. viability-normalised. hit rate 0.67% among 350,000. inhibition, % at 12.6 µM. AID 651661, 2012;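 active means mean inhibition of at least 50% after viability correction, with every replicate also passing that limit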;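 further: firefly luciferase signal divided by Alamar Blue viability fluorescence both relative to DMSO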
The depositor's hits bear a star; · = not tested or not shown.

smiles	LGR2 antag	FN deposit inh	PGC1a acetyl inh	PAX8 inh HTS	S100A4 MyoIIA	PglD inh	ERAP1 inh	EWS-Fli inh
Cc1ccc(S(=O)(=O)N(C)c2ccc(OC(=O)c3ccc(=O)[nH]c3)cc2)cc1	8	·	·	7	-4	·	1	-2
CC(=O)c1cc(-c2ccc(F)cc2)n(CCC(=O)Nc2cccc(C)n2)c1C	9	-5	·	12	-7	·	1	-1
C/C(=N\NC(=S)NC(C)C)c1ccc(Cl)c([N+](=O)[O-])c1	-6	-3	9	-1	-1	·	-2	12
COC(=O)c1sc(N2CCCCC2)c(C#N)c1N	-23	9	·	-9	-2	·	5	-13
CCOC(=O)c1cccnc1SCC(=O)NCc1ccccc1	-5	0	-2	·	·	3	·	·
COc1ccc(C(=O)NCCN2CCOCC2)cc1[N+](=O)[O-]	3	-3	3	-16	2	-3	1	8
C=CCNc1nc(Nc2ccc(Cl)cc2)nc(OC)n1	-64	-4	·	-84	6	·	-4	-46
COc1cccc(NC(=O)N2C[C@@H](O)COC[C@@H]3O[C@@H](CC(=O)NCc4ccccc4F)CC[C@H]32)c1	-12	2	-7	·	·	7	·	·
COc1cccc(NC(=O)N2CC(=O)N3[C@@H](CO)[C@@H](c4ccc(C5=CCCC5)cc4)[C@@H]3C2)c1	-19	11	2	-5	-7	·	-1	-2
S=c1nc(Cc2ccc(Cl)cc2)[nH]c2ccccc12	-20	22	-1	32	-10	·	3	11
O=C(NCc1nc2ccccc2[nH]1)C1=C[C@H](c2ccc(C(F)(F)F)cc2)C[C@H](OCCCCO)O1	14	-4	0	27	2	-6	-2	5
COc1ccc(CN2C(=O)c3ccccc3C2=O)cc1	-14	2	-4	-2	-14	-5	-3	0
C=CCc1cc(C=O)cc(OC)c1OCc1ccc(C(=O)O)cc1	0	-6	6	-29	-14	·	-2	-4
COc1ccc(OC)c(C2CC(=O)N3CN(c4ccc(C)c(Cl)c4)CSC3=C2C#N)c1 (centres undefined)	-3	0	-1	-5	-1	0	4	-2
Cc1c(Cl)cccc1NC(=O)NCc1ccccn1	-14	4	·	-29	0	0	-1	-13
NC(=O)c1ccc(NC(=O)CCN=C2NS(=O)(=O)c3ccccc32)cc1	-5	-2	·	-16	-1	·	2	-1
O=C(NCCCN1CCOCC1)C(=O)NCc1ccco1	-12	-2	·	6	-4	·	3	8
O=C(O)CCCC(=O)Nc1ccc(S(=O)(=O)Nc2nccs2)cc1	8	1	18	32	-26	5	0	-1
C[C@@H]1CN([C@H](C)CO)C(=O)c2cccc(NC(=O)NC3CCCCC3)c2O[C@@H]1CN(C)S(C)(=O)=O	10	·	2	-4	-1	3	0	-4
COc1cc(/C=N/NC(=S)Nc2cccc(C(=O)O)c2)ccc1O	91*	9	11	80*	-2	9	-5	81*
Cc1ccc(OCCN2CCC2(C)C(=O)NCc2cccc3ccccc23)cc1 (centres undefined)	6	-6	-18	14	2	1	-2	20
CC1C(Br)C(=O)NC(=O)N1Cc1ccccc1 (centres undefined)	-8	1	-11	8	5	·	4	12
O=C(c1ccc(S(=O)(=O)Nc2ccccc2Cl)cc1)N1CCOCC1	3	-9	·	-14	-3	-1	-1	3
O=C(c1ccc2c(=O)n(Cc3ccco3)c(=S)[nH]c2c1)N1CCN(Cc2ccccc2)CC1	·	-1	5	-4	·	-1	·	·
COc1ccc(S(=O)(=O)N(C)C[C@@H]2OCCCC[C@H](C)Oc3ccc(NC(=O)Cc4ccccc4)cc3C(=O)N([C@H](C)CO)C[C@H]2C)cc1	14	-20	-5	-9	-1	-2	-4	19

Compound profiles (already shown):
Shown for C=CCc1cc(C=O)cc(OC)c1OCc1ccc(C(=O)O)cc1 = LGR2 antag = 0; FN deposit inh = -6; PGC1a acetyl inh = 6; PAX8 inh HTS = -29; S100A4 MyoIIA = -14; PglD inh = ·; ERAP1 inh = -2; EWS-Fli inh = -4
Shown for O=C(NCCCN1CCOCC1)C(=O)NCc1ccco1 = LGR2 antag = -12; FN deposit inh = -2; PGC1a acetyl inh = ·; PAX8 inh HTS = 6; S100A4 MyoIIA = -4; PglD inh = ·; ERAP1 inh = 3; EWS-Fli inh = 8

Continued:
smiles	LGR2 antag	FN deposit inh	PGC1a acetyl inh	PAX8 inh HTS	S100A4 MyoIIA	PglD inh	ERAP1 inh	EWS-Fli inh
CCOc1ccc(N=Cc2ccccc2O)cc1	-3	0	-11	-9	-7	2	-2	-8
C=CCn1c(SCC(=O)N(CCOC)c2c(N)n(CCCC)c(=O)[nH]c2=O)nnc1-c1ccc(Cl)cc1	7	-3	7	-32	1	-1	-2	-3
Cc1ccc(C)c(C(O)c2ncc(-c3ccc(F)cc3)[nH]2)c1 (centres undefined)	6	6	-15	-8	-31	-2	-1	1
CC(NC(=O)NC(N)=O)(C(F)(F)F)C(F)(F)F	-15	·	13	·	-22	3	9	-13
C[C@H](CO)N1C[C@H](C)[C@H](CN(C)CC2CC2)Oc2cc(-c3ccc(C#N)cc3)ccc2S1(=O)=O	-8	1	·	·	-21	2	8	13
CN1C(=O)CC(Sc2ccccc2C(=O)O)C1=O (centres undefined)	-7	·	-3	·	4	-5	4	5
CCN(Cc1ccncc1)Cc1ccc(OC)c(OC)c1	1	0	7	-7	-2	1	0	-6
Brc1ccc2nc(-c3ccco3)c(CC3CCCCC3)n2c1	·	-12	10	22	-9	-3	3	-2
COc1ccc(/C=C(\NC(=O)c2ccc(C)cc2)C(=O)Nc2ccc(C(=O)O)cc2)cc1	-14	0	30	-37	-8	7	2	-17
CC(C)CNC(=O)COC(=O)c1ccc2c(c1)C(=O)N(Cc1ccco1)C2=O	1	-1	·	1	4	2	0	-6
CCOC(=O)c1[nH]c(C)c(C(=O)Nc2ccc(C)c(Cl)c2)c1C	-9	-12	-35	·	·	0	·	·
CC(C)[C@H](NC(=O)c1ccccc1Cl)C(=O)OCC(=O)N1CCCCC1	-45	-2	-4	-52	5	0	3	-19
COc1ccc(Cl)cc1NC(=O)CSc1nc(NS(=O)(=O)c2ccc(C)cc2)cc(=O)[nH]1	7	0	-14	2	5	-2	1	9
O=C(CSC1=NS(=O)(=O)c2cc(F)ccc2N1)NCc1ccccc1Cl	2	-2	-4	-18	-4	1	4	1
O=C(O)c1ccccc1C(=O)OCC1CCC(=NO)CC1 (centres undefined)	-15	5	1	·	-3	2	-1	-3
CCc1cc(C(=O)N2CCCc3ccccc32)sc1C	-16	·	7	-19	16	-3	3	-21
COc1cccc(NC(=O)Cn2c(=O)n(CCC(=O)NCc3ccco3)c(=O)c3ccccc32)c1	-4	1	·	12	-7	·	-4	-1
COc1ccc(-c2noc(CCC(=O)NCCc3ccccc3)n2)cc1	-16	2	-28	-79	-4	0	-1	-13
Cc1cccc2nc(CSc3nc4[nH]ncc4c(=O)n3-c3ccccc3Cl)cc(=O)n12	-13	-4	·	22	-20	·	2	7
CN(C)c1ccc(P(=O)(OCc2ccccc2)C(O)c2ccc(Cl)cc2)cc1 (centres undefined)	11	7	-10	0	-1	7	-1	-5
CN(CCCN1CCOCC1)C(=O)c1cc(COc2c(F)cccc2F)on1	-2	0	·	·	6	5	2	·
CC(C)N1CCc2c(sc(NC(=O)c3nc4ccccc4s3)c2C(N)=O)C1	-3	-9	·	-14	-2	·	·	1
C[C@@H]1CN([C@@H](C)CO)S(=O)(=O)c2ccc(C#Cc3ccncc3)cc2O[C@H]1CN(C)C(=O)C1CCOCC1	-6	·	2	24	-58	0	4	70*
O=C(Nc1ccc(Cn2cccn2)cc1)c1ccc(COc2ccc(Br)cc2)cc1	3	·	-19	·	-5	1	-5	·
CC(C)(C)OC(=O)N1Cc2ccccc2C[C@H]1C(=O)NCC(=O)NC1CCCC1	-23	-5	-7	1	5	-2	-1	0
C[C@H]1CN([C@@H](C)CO)C(=O)Cc2cc(NC(=O)c3ccncc3)ccc2O[C@H]1CN(C)Cc1ccc(C(=O)Nc2ccccc2N)cc1	-7	·	-6	-4	2	0	-1	38
COc1ccc(C(C)(C)C)cc1NC(=O)c1ccccc1-n1cnnn1	-31	5	10	7	0	-3	3	-5
CCc1cc(-c2n[nH]c(=S)n2CC(C)C)cs1	0	5	·	11	2	·	6	3
O=C(c1ccc(S(=O)(=O)Nc2ccccc2)cc1)N1CCCCCCC1	5	·	-6	-9	-5	-2	-4	·
CC(C)NC(=O)N1[C@H](C#N)[C@@H](c2ccc(C#CC3CCCC3)cc2)[C@H]1CO	21	-8	-17	7	-19	3	5	-3
COc1ccc(/C=C/C(=O)N2CCN(c3ccccc3)CC2)cc1S(=O)(=O)N1CCOCC1	-3	-4	0	24	4	·	-1	7
C[C@H](CO)N1C[C@H](C)[C@@H](CN(C)S(=O)(=O)c2ccc(F)cc2)Oc2ccc(NC(=O)Cn3cnnn3)cc2CC1=O	-4	·	2	-7	-3	-1	3	-4
COc1ccccc1NNC(=O)c1cccnc1Oc1ccccc1	·	0	-2	0	3	-10	0	4
C[C@@H]1CN([C@@H](C)CO)C(=O)c2cccc(NS(=O)(=O)c3cccs3)c2O[C@@H]1CN(C)C(=O)NC1CCCCC1	10	·	-5	·	-12	-2	-2	1
Cc1ccccc1OCC(=O)Nc1nnc(COc2ccccc2)s1	3	0	3	-5	-6	1	-1	-6
COc1ccc2oc(C(=O)N3CCN(C(=O)c4ccco4)CC3)c(C)c2c1	-12	·	-3	11	-3	-3	0	0
O=C(Nc1cccc(Cl)c1Cl)C1CCN(C(=O)c2cccs2)CC1	12	8	·	-4	0	-3	-3	6
c1cncc(-c2nnc(-c3ccco3)o2)c1	-8	·	6	·	-3	-4	-1	·
C[C@@H]1CCCCO[C@@H](CN(C)C(=O)CCCN(C)C)[C@@H](C)CN([C@H](C)CO)C(=O)c2cc(NC(=O)Nc3ccccc3)ccc2O1	-11	-4	-10	-17	-4	-3	1	-9

Compounds as they come; 2.1% or so of the library scored in one or more.
